# Bioassay records as filed in PubChem.
# TR SRC2 fluor cs = Texas Red fluorescence interference in TRb-SRC2 counter-screen; TRb/SRC2 Texas Red total fluorescence interference; Potency, µM (doses to about 106 µM), inactives show at the highest dose fluorescence change, negative = quenching; 280,000 tested, 0.29% active; AID 1479; active = well fitted curve in either direction with a large enough effect; inconclusive = small, poorly fitted or top-dose-only effect; note: % is set by controls: 0 for no effect and ±100 for the full control effect
#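 Flags fluorescent or light-absorbing compounds by total fluorescence, S + 2P, at 555 nm excitation and 632 nm emission. Mixture: 20 nM Texas Red SRC2 peptide, 0.6 uM human TRb LBD, 1 uM T3, 5% DMSO; compound exposure 5 h at ambient temperature.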
# RECQ1 inh = blocks DNA unwinding by human RECQ1; AID 2549; Potency, µM (top dose mostly 57.3 µM), for the others: top-dose activity, negative = inhibition, usual class: inhibitors; RECQ1 DNA unwinding, red fluorescence kinetic read; 240,000 tested, 0.54% active;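 note: plate controls were vehicle for no effect and no enzyme for full effect; nearly all actives have a fitted effect of over 30% in size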
#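 50 nM RECQ1T1 preincubated 15 min with compound in Tris pH 8.0 buffer with MgCl2, DTT, Tween-20 and 2.5 ug/ml poly(dI-dC); started with 200 nM TAMRA/BHQ-2 forked duplex and 2 mM ATP. Unwinding read as fluorescence (525/598 nm), two reads 2 h apart.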
# TRb SRC2 PPI = disrupts binding of human TR beta to SRC2; TRbeta-SRC2 peptide binding, fluorescence polarization; receptor liganded with 1 µM T3; Potency, µM (highest dose often 106 µM), for inactives: at the highest dose activity change, negative = inhibition, most hits filed as inhibitors; P10828; 280,000 tested, 0.065% active;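 note: plate controls were bound peptide for no effect and peptide without receptor for full effect; nearly all actives have a fitted effect of over 50% in size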
#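 Compounds were added to 0.6 uM TRb ligand-binding domain and 20 nM Texas Red-labeled SRC2 peptide in Tris buffer containing 1 uM T3, incubated 5 hr at ambient temperature, then read by fluorescence polarization.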
# L3MBTL1 block = inhibitors of human L3MBTL1. Q9Y468. AlphaScreen L3MBTL1–H3K9me1 peptide binding. Potency, µM (top dose mostly 57.1 µM), for inactives: at the highest dose activity, negative = inhibition, usual class: inhibitors. 230,000 tested, 0.66% active. AID 485360; note: % is set by controls: 0 for no effect and ±100 for the full control effect; nearly all actives have a fitted effect of over 60% in size
# Target sequence (Q9Y468 whole entry, looked up): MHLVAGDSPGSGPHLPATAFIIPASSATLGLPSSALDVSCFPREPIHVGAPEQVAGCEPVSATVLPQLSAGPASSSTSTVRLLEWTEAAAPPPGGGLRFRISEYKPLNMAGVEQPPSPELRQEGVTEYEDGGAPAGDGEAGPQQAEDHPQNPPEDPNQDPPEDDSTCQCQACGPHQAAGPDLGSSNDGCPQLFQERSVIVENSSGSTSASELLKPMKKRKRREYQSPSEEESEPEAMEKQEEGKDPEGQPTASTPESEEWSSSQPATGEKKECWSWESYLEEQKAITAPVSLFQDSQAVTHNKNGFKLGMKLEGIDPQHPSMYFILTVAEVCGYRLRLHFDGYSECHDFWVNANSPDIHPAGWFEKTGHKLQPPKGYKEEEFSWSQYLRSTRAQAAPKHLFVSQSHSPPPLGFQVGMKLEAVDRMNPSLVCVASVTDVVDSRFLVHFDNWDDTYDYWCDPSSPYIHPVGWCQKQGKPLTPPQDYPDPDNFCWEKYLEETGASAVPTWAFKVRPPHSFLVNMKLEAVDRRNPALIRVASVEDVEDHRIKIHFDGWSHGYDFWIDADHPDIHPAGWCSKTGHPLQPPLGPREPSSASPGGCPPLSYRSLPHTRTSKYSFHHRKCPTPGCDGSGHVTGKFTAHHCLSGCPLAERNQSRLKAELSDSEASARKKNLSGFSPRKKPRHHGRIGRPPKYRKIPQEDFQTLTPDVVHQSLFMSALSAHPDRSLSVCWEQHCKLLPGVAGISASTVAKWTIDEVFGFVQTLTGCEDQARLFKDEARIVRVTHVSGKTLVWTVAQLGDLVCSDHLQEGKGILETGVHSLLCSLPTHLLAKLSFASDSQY
#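 L3MBTL1 50 nM + b-AHA-H3(1-15)K9me1 75 nM, 30 min RT; compound added, 30 min RT; streptavidin donor/Ni-chelate acceptor beads 10 ug/mL each final, 30 min RT dark; AlphaScreen read.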
# Tau fibril ThT = inhibitors of human tau fibril formation, thioflavin T binding; P10636; recombinant tau K18 P301L, heparin-induced fibrillization, ThT fluorescence; Potency, µM (series often up to 57.4 µM), for inactives: at the top dose activity, negative = inhibition, usual class: inhibitors; 270,000 tested, 2.1% active; AID 1460; note: % is set by controls: 0 for no effect and ±100 for the full control effect; nearly all actives have a fitted effect of over 55% in size
# Target sequence (P10636 561-689 P618L limits assumed): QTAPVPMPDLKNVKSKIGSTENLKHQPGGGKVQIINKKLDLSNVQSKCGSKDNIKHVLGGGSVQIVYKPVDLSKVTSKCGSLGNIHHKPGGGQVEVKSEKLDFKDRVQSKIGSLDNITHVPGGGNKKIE
#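 Recombinant human tau K18 fragment […] carrying P301L, 15 uM unlabeled plus 0.24 uM Alexa 594-labeled, was fibrillized with 20 uM heparin in 100 mM sodium acetate pH 7 for 6 hr at 37 C; 30 uM ThT fluorescence read after 1 hr.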
# HTT ATP protect = Huntington cell model cytoprotection by ATP luminescence | PC12 HTT-Q103 induced, cytoprotection, ATP luminescence, 40 h | Potency, µM (doses to about 56.4 µM), for the others: cytoprotection (ATP increase), most hits filed as activators | 230,000 tested, 0.14% active | AID 1471;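 note: % of control where 0% means no effect; nearly all actives have a fitted effect of over 45% in size; toxic huntingtin expression switched on by the ecdysone agonist tebufenozide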
#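 Cells were plated at 1500 per well in phenol red-free DMEM with 5% equine and 5% calf serum. Tebufenozide (100 nM final) and compounds were added, then ATPlite reagent, and luminescence was read.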
# Tau FP inhib = inhibitors of human tau fibril formation; P10636; K18 P301L tau heparin fibrillization, Alexa594 FP, 6 h; Potency, µM (doses to about 57.7 µM), for inactives: at the highest dose activity, negative = inhibition, most hits filed as inhibitors; 280,000 tested, 0.39% active; note: % is set by controls: 0 for no effect and ±100 for the full control effect; nearly all actives have a fitted effect of over 55% in size
#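 Compound effects on tau fibrillization are measured by Alexa 594 fluorescence polarization (ex 555, em 632 nm). K18 P301L tau is used at 15 uM with 0.24 uM labeled tracer, and 20 uM heparin induces aggregation over 6 hr at 37 C.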
# Tau fluor cs = counter-screen for tau fibril formation inhibitors | Potency, µM (highest dose often 57.7 µM), for the others: top-dose activity change, negative = decrease | tau K18 P301L (four-repeat tau fragment) Alexa594 fluorescence, heparin fibrillization | 280,000 tested, 0.93% active; note: % is set by controls: 0 for no effect and ±100 for the full control effect; nearly all actives have a fitted effect of over 55% in size
#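 Human K18 P301L tau (15 uM unlabeled plus 0.24 uM Alexa 594-labeled, final) in 100 mM sodium acetate pH 7 was mixed with compound and 20 uM heparin and incubated 6 hr at 37 C.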
# * hit, by the source's call; i = inactive; ? = inconclusive; · = not tested or not shown; [ ] = remark or other dose. Unless noted, calls come from the whole dose curve; as a rule, active = well fitted curve in the direction sought with a large enough effect; inconclusive = small, poorly fitted or top-dose-only effect, or another doubt; inactive = no such curve, though single readings can be large; an effect the other way counts as inactive or inconclusive. Potency is the fitted concentration of half-maximal effect. Some of the compounds tested; the hit share may differ from the screen's.
# Screens by letter: A = TR SRC2 fluor cs; B = RECQ1 inh; C = TRb SRC2 PPI; D = L3MBTL1 block; E = Tau fibril ThT; F = HTT ATP protect; G = Tau FP inhib; H = Tau fluor cs
Cc1cc(C)cc(NC(=S)Nc2cccc3cnccc23)c1
  A: 0%	B: -12%	C: -2%	D: -29%	E: ?	F: -13%[10 µM]	G: ?	H: ?

O=C(Nc1cccc(C(F)(F)F)c1)c1ccc(-n2cncn2)nc1
  A: -1%	B: i	C: 1%	D: -6%	E: -4%	F: -32%[inhibitor]	G: -6%	H: -14%

COc1ccc(C(=O)NCC(=O)NCC2(N(C)C)CCCCC2)cc1OC
  A: -1%	B: -4%	C: -10%	D: ·	E: -11%	F: 18%	G: -1%	H: -3%

COc1ccc(-c2cc3nc(C)c(CCC(=O)N4CCN(c5ccccc5F)CC4)c(C)n3n2)c(OC)c1
  A: -6%	B: ·	C: -3%	D: ·	E: -15%	F: ·	G: 8%	H: -12%

CC(=O)Nc1n[nH]c(S(=O)(=O)Cc2ccc(Cl)cc2Cl)n1
  A: -6%	B: -2%	C: -2%	D: -1%	E: -5%	F: -13%	G: 0%	H: -4%

Cc1ccc(C)c(NC(=O)CN(C)C(=O)Cc2ccccc2)c1
  A: -12%	B: -1%	C: 6%	D: 0%	E: 3%	F: 2%[10 µM]	G: 5%	H: 2%

OCC1OC(n2cnc3ccccc32)CC1O (centres undefined)
  A: 1%	B: -12%	C: -9%	D: ·	E: -5%	F: 0%[10 µM]	G: -5%	H: -7%

CCCN(CCC)CCSc1nc(O)c(C(C)C)c(=O)[nH]1
  A: 0%	B: 3%	C: -4%	D: 11%	E: -2%	F: 0%[10 µM]	G: 0%	H: 3%

Cc1ccc(S(=O)(=O)Nc2ccc(C(=O)Nc3ccncc3)cc2)cc1
  A: -1%	B: -3%	C: -6%	D: -2%	E: 18%	F: ·	G: -6%	H: -11%

COc1ccc(N(C(=O)Cn2nnc3ccccc32)C(C(=O)NCc2ccccc2)c2ccc(F)cc2)cc1 (centres undefined)
  A: -6%	B: ·	C: 2%	D: ·	E: 2%	F: ·	G: -3%	H: -2%

Cc1nnc(NC(=O)c2ccccc2-c2ccccc2C(=O)O)s1
  A: 0%	B: -4%	C: 2%	D: -6%	E: 3%	F: 42%[10 µM]	G: 1%	H: 0%

CCOc1cccc(C(=O)Nc2cnn(Cc3ccccc3)c2)c1
  A: -1%	B: -3%	C: 1%	D: 1%	E: -14%	F: -2%	G: -6%	H: -25%

CC[C@@H]1CC=C[C@H]2[C@H]1C(=O)N(Cc1ccccc1)[C@H]2c1ccc(C(F)(F)F)cc1
  A: -2%	B: i	C: -2%	D: ·	E: 0%	F: -45%[inhibitor][10 µM]	G: 0%	H: 17%

CCOC(=O)Cc1ccc(NC(=O)Nc2ccccc2OCc2cc(=O)n3ccccc3n2)cc1
  A: -1%	B: ·	C: 1%	D: ·	E: -4%	F: ·	G: 1%	H: -8%

Cc1csc(NC(=O)c2nc(-c3ccccc3)n(-c3ccccc3)n2)n1
  A: -1%	B: -9%	C: -13%	D: 3%	E: -15%	F: 27%	G: 4%	H: -7%

CN(C)S(=O)(=O)c1ccc(C(=O)OCC(=O)NCc2ccco2)cc1
  A: 0%	B: ·	C: 4%	D: ?	E: -8%	F: -21%	G: 5%	H: -1%

COC(=O)c1ccc(C(=O)OC)c(NC(=S)N2CCCC(CO)C2)c1 (centres undefined)
  A: -4%	B: 3%	C: 2%	D: 4%	E: -8%	F: ·	G: -14%	H: -6%

CSCCC(NC(=O)c1ccc(Cl)cc1)C(=O)OCC(=O)Nc1cc(Cl)ccc1C#N (centres undefined)
  A: -2%	B: 0%	C: 1%	D: 3%	E: 3%	F: ·	G: ?	H: -25%

Fc1ccc(C2=CC(c3ccc(Br)o3)n3ncnc3N2)cc1 (centres undefined)
  A: -2%	B: i	C: -8%	D: -3%	E: ?	F: 12%[10 µM]	G: -10%	H: -29%

CC1(C)CC(=O)N(Cc2ccccc2)C(=O)C1
  A: 0%	B: 1%	C: -2%	D: 7%	E: 6%	F: ·	G: 1%	H: 7%

CCOC(=O)CSc1nnc(CNC(=O)c2cccs2)n1-c1cc(OC)ccc1OC
  A: 4%	B: -12%	C: 0%	D: -6%	E: 11%	F: 12%[10 µM]	G: 2%	H: 1%

CC1=CC(C)(C)NC(=S)N1c1cccc2ccccc12
  A: -2%	B: -3%	C: -4%	D: -4%	E: -7%	F: -6%[10 µM]	G: 5%	H: -3%

O=C(CCC(=O)NNC(=O)c1ccccc1[N+](=O)[O-])NCc1ccccc1
  A: -3%	B: 23%	C: -3%	D: 1%	E: 5%	F: ·	G: 0%	H: 6%

O=C(CC1C(=O)NCCN1Cc1cccc(Oc2ccccc2)c1)NCCn1cccn1 (centres undefined)
  A: -2%	B: -1%	C: 1%	D: -2%	E: -14%	F: -3%[10 µM]	G: -8%	H: -12%

Cc1cc(C)nc(NS(=O)(=O)c2ccc(NC(=S)NC(=O)c3ccco3)cc2)n1
  A: 0%	B: -6%	C: 3%	D: 6%	E: -9%	F: -11%[10 µM]	G: -3%	H: -7%

CCC(C)NC(=O)CNC(=O)Cn1c(C)cc2ccccc2c1=O (centres undefined)
  A: -2%	B: -6%	C: -8%	D: ·	E: -2%	F: 18%	G: 8%	H: 7%

O=C1N=C(N2CCOCC2)S/C1=C/c1ccc(-c2ccccc2Cl)o1
  A: -4%	B: 4%	C: -21%	D: 4%	E: -16%	F: 29%[10 µM]	G: 1%	H: -13%

O=C(CCCN1C(=O)c2ccccc2C1=O)Nc1nccs1
  A: 4%	B: i	C: 4%	D: ·	E: -1%	F: -4%	G: -2%	H: -2%

O=C(Nc1ccc(OCc2ccccc2)cc1)c1cccc([N+](=O)[O-])c1
  A: 0%	B: 3%	C: 1%	D: -2%	E: ?	F: -2%[10 µM]	G: 6%	H: -12%

Cc1ccc(C(=O)CC(C(=O)O)n2ccc(C)n2)cc1 (centres undefined)
  A: -3%	B: i	C: -7%	D: 12%	E: -8%	F: -2%	G: -2%	H: 1%

Cn1c(N)c(C(=O)COC(=O)c2ccccn2)c(=O)n(C)c1=O
  A: -2%	B: i	C: 4%	D: -2%	E: 0%	F: ?	G: -7%	H: -1%

# In the list so far, 8 have a halogen.
# Screens by letter: A = TR SRC2 fluor cs; B = RECQ1 inh; C = TRb SRC2 PPI; D = L3MBTL1 block; E = Tau fibril ThT; F = HTT ATP protect; G = Tau FP inhib; H = Tau fluor cs
O=C(Nc1cccc(C(F)(F)F)c1)c1ccc(-n2cncn2)nc1
  A: -1%	B: i	C: 1%	D: -6%	E: -4%	F: -32%[inhibitor]	G: -6%	H: -14%

COc1ccc(-c2cc3nc(C)c(CCC(=O)N4CCN(c5ccccc5F)CC4)c(C)n3n2)c(OC)c1
  A: -6%	B: ·	C: -3%	D: ·	E: -15%	F: ·	G: 8%	H: -12%

CC(=O)Nc1n[nH]c(S(=O)(=O)Cc2ccc(Cl)cc2Cl)n1
  A: -6%	B: -2%	C: -2%	D: -1%	E: -5%	F: -13%	G: 0%	H: -4%

COc1ccc(N(C(=O)Cn2nnc3ccccc32)C(C(=O)NCc2ccccc2)c2ccc(F)cc2)cc1 (centres undefined)
  A: -6%	B: ·	C: 2%	D: ·	E: 2%	F: ·	G: -3%	H: -2%

CC[C@@H]1CC=C[C@H]2[C@H]1C(=O)N(Cc1ccccc1)[C@H]2c1ccc(C(F)(F)F)cc1
  A: -2%	B: i	C: -2%	D: ·	E: 0%	F: -45%[inhibitor][10 µM]	G: 0%	H: 17%

CSCCC(NC(=O)c1ccc(Cl)cc1)C(=O)OCC(=O)Nc1cc(Cl)ccc1C#N (centres undefined)
  A: -2%	B: 0%	C: 1%	D: 3%	E: 3%	F: ·	G: ?	H: -25%

Fc1ccc(C2=CC(c3ccc(Br)o3)n3ncnc3N2)cc1 (centres undefined)
  A: -2%	B: i	C: -8%	D: -3%	E: ?	F: 12%[10 µM]	G: -10%	H: -29%

O=C1N=C(N2CCOCC2)S/C1=C/c1ccc(-c2ccccc2Cl)o1
  A: -4%	B: 4%	C: -21%	D: 4%	E: -16%	F: 29%[10 µM]	G: 1%	H: -13%
